Efflux pump mplx = inhibitors of Candida efflux pumps in yeast, primary screen, S. cerevisiae, Nile Red, multiplex. inhibition, % at 10 µM. hit rate 0.44% among 330,000. S. cerevisiae Candida pump triplex;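 active = plate passing quality check with inhibition over a set limit, or well fluorescence over plate mean plus 4 SD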;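 also: Nile Red retained in pooled yeast measured as flow cytometry median fluorescence; 0% = buffer negative control and 100% = Enniatin B positive control; higher means more Nile Red kept so more efflux inhibition; some compounds called inactive have numbers as strong as hits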
Fam108B inh = mouse Fam108B serine hydrolase inhibitors, primary screen, counter-screen for RBBP9 inhibitor project, biochemical, fluorescence polarization; recombinant Fam108B, FP-Rh probe fluorescence polarization; inhibition, % at 9.51 µM; hit rate 0.33% among 300,000;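 active = inhibition above the screen mean inhibition plus 3 SD, computed separately per campaign, cut at about 18% in these data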;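 also: inhibitors lower polarization as less probe binds the enzyme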
Bcl-xL primary = inhibitors of human Bcl-xL, primary screen, biochemical, fluorescence polarization, HTS. Bcl-2-like protein 1 (Homo sapiens), Q07817. GST-Bcl-xL / FITC-Bim BH3 peptide fluorescence polarization. inhibition, % at 10.9 µM. hit rate 0.7% among 320,000;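 active = inhibition above the mean of all tested compounds plus 3 SD, cutoff set per campaign, cut at about 30% in these data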;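 also: 0% = DMSO wells and 100% = unlabeled Bim-BH3 peptide competitor; inhibitors lower millipolarization by displacing the labeled peptide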
Target sequence (Q07817 whole entry, looked up): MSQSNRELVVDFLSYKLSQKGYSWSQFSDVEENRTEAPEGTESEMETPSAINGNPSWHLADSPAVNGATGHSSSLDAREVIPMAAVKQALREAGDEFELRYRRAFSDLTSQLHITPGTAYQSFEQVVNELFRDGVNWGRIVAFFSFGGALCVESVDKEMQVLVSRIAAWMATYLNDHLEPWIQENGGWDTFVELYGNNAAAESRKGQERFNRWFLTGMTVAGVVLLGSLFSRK
EBNA-1 inhibitor = EBNA-1 DNA-binding inhibitors, primary screen, biochemical, fluorescence polarization; hit rate 0.34% among 300,000; AID 1950, 2009; inhibition, % at 14.8 µM; in the data active = inhibition above about 28%
MEX-5 binding = MEX-5 zinc finger RNA-binding disruptors – biochemical, C. elegans, fluorescence polarization, MLPCN library, primary screen; activity score (negative = inhibition of binding), % at 10 µM; MEX-5/FITC-TCR2 RNA binding; hits give low values; Zinc finger protein mex-5 (Caenorhabditis elegans), Q9XUB2; hit rate 0.38% among 300,000;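 active = inhibition past about -25% in most replicates, and total fluorescence under double the plate's negative control median, limit read from the data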;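 also: 0% = DMSO and -100% = 5 µM competing unlabeled TCR2 RNA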
Target sequence (Q9XUB2 whole entry, looked up): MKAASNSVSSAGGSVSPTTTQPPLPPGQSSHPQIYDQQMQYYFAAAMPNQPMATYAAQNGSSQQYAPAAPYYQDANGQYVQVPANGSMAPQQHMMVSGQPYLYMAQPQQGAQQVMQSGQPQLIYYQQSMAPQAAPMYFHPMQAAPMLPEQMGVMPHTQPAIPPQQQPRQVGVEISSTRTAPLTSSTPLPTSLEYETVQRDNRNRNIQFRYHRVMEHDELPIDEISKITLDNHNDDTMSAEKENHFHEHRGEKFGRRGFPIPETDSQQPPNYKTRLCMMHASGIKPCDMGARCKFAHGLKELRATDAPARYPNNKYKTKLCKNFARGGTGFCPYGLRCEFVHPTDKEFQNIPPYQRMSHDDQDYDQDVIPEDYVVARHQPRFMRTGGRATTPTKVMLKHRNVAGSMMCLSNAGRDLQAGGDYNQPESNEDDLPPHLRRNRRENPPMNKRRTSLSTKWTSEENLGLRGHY
CR mimetic SO = reduction of superoxide in aged yeast, primary screen, HTS | superoxide response (% of plate mean), % at 10 µM | hit rate 0.18% among 330,000 | AID 2690, 2010 | S. cerevisiae aged cells, superoxide DHE fluorescence; hits give low values;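 active = superoxide response under a set limit, about three screen SD below normal, cut at about 65% in these data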;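 also: yeast aged for seven days with compound at 30 °C before DHE staining; 100% = average MFI of all compound-treated wells on the plate with controls excluded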
GLD-1 RNA inh = GLD-1/TGE RNA complex disruptors, primary screen, biochemical, fluorescence polarization; purified GLD-1 + fluorescein TGE RNA; hit rate 0.44% among 320,000; inhibition, % at 5.96 µM; AID 2280, 2010;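 active = percent inhibition above a per-plate cutoff, the plate mean of test compounds plus 3 SD, cut at about 30% in these data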;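 also: 0% = DMSO wells with GLD-1 and probe and 100% = wells lacking GLD-1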
MCL1 BIM primary = inhibitors of MCL1 binding to BIM-BH3, primary screen, biochemical, fluorescence polarization. Induced myeloid leukemia cell differentiation protein Mcl-1 (Homo sapiens), Q07820. GST-MCL1 / FITC-Bim-BH3 fluorescence polarization. inhibition, % at 10.9 µM. hit rate 0.68% among 320,000. AID 2057, 2009;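 active = inhibition above the mean inhibition of all tested compounds plus 3 SD, set per campaign, cut at about 40% in these data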;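 also: 0% = DMSO wells and 100% = unlabeled Bim-BH3 peptide control; higher means more loss of mP so more displacement of Bim peptide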
ZTA counter = blocks Epstein-Barr virus ZTA, an EBNA-1 counter-screen; P03206; ZTA-DNA binding, fluorescence polarization; inhibition, % at 11 µM; hit rate 0.15% among 320,000; in the data active = inhibition above about 33%
Target sequence (P03206 whole entry, looked up): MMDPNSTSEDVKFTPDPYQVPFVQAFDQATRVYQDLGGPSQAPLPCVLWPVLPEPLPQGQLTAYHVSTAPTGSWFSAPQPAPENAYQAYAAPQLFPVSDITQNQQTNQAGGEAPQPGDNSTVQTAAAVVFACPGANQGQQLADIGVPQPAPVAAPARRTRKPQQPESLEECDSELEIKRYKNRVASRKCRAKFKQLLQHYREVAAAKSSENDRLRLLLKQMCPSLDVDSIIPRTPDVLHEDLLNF
* = called active by the depositor; · = not tested or not shown.

[1] Cn1cc(CN2CCCCC2c2ccccn2)c(-c2ccc3c(c2)OCCO3)n1 (stereo not given)
[2] COc1ccc(-n2ncc(S(=O)(=O)c3ccccc3)c2-c2ccc(Cl)cc2)cc1
[3] Cc1cccc(-n2c(SCc3cc(=O)n4ccsc4n3)nc3ccccc3c2=O)c1
[4] CCOc1ccc(C(=O)NC(=S)Nc2ccccc2N2CCCCC2)cc1[N+](=O)[O-]
[5] CC(=O)N1CCn2c3c(c4cc(C)ccc42)CCCC31 (stereo not given)

assay / entry	1	2	3	4	5
Efflux pump mplx	-0.4	0.3	0.7	-0.1	-0.1
Fam108B inh	0	-1	2	-7	-3
Bcl-xL primary	9	1	10	6	2
EBNA-1 inhibitor	9	3	-18	3	-3
MEX-5 binding	0.1	-1.0	2.0	3.0	1.3
CR mimetic SO	98	100	104	108	93
GLD-1 RNA inh	-1	-7	3	1	-3
MCL1 BIM primary	10	-6	6	10	-3
ZTA counter	4	3	-6	4	3

[6] Cc1ccnc(SCc2cc(=O)c(OC(=O)c3ccc(S(=O)(=O)N(C)C)cc3)co2)n1
[7] COc1ccc(CCNC(=O)Cc2cccc(C(F)(F)F)c2)cc1OC
[8] O=C(CN(CCc1ccccc1)S(=O)(=O)c1ccc(Br)cc1)N/N=C/c1ccccc1C(=O)O
[9] CCS(=O)(=O)N1CCN(c2nc(-c3ccccc3)cs2)CC1
[10] CC(=O)C(Cc1cnc(Cl)s1)(Cc1cnc(Cl)s1)C(C)=O

assay / entry	6	7	8	9	10
Efflux pump mplx	-0.1	0.1	0.3	-0.2	-0.1
Fam108B inh	-1	-1	1	0	-8
Bcl-xL primary	1	-3	3	0	0
EBNA-1 inhibitor	13	-14	-18	2	-3
MEX-5 binding	0.1	0.2	0.0	-0.2	-1.6
CR mimetic SO	89	92	99	96	95
GLD-1 RNA inh	7	0	-6	6	-1
MCL1 BIM primary	-7	-4	2	34	4
ZTA counter	0	-10	6	-11	-11

[11] CCOC(=O)C1=C(C(F)(F)F)Nc2ncnn2C1c1ccc(OC)c(OC)c1OC (stereo not given)
[12] c1ccc(Cc2nnc3sc(-c4ccccn4)nn23)cc1
[13] O=C1/C(=C/c2ccc(F)cc2)SC(=S)N1CC(=O)N1CCCCC1c1cccnc1 (stereo not given)
[14] O=C1CCC/C1=C/Nc1cccc(F)c1
[15] CC(=O)CC1(O)C(=O)N(Cc2ccccc2)c2ccccc21 (stereo not given)

assay / entry	11	12	13	14	15
Efflux pump mplx	-0.1	0.3	0.0	0.1	0.0
Fam108B inh	-2	2	-4	2	2
Bcl-xL primary	5	4	7	-8	-2
EBNA-1 inhibitor	14	-5	3	-4	-19
MEX-5 binding	2.6	-11	-0.1	0.1	0.8
CR mimetic SO	75	98	96	97	89
GLD-1 RNA inh	3	0	2	3	-3
MCL1 BIM primary	7	9	7	-7	-2
ZTA counter	3	11	-2	-7	-29

[16] CCOCCCn1c(SC(C(=O)Nc2cc(C)ccc2C)c2ccccc2)nnc1-c1ccc(Cl)cc1 (stereo not given)
[17] O=C(Nc1ccccn1)c1ccc(CN(c2ccccc2)S(=O)(=O)c2ccccc2)cc1
[18] O=C(CCCN1C(=O)/C(=C/c2ccc3c(c2)OCO3)SC1=S)Nc1cccc(C(=O)O)c1
[19] CC1CCN(C(=O)CSc2nncn2C)CC1
[20] COc1c(F)c(F)c(C(=O)O)c(Nc2cc(C)cc(C)c2)c1F

assay / entry	16	17	18	19	20
Efflux pump mplx	0.9	0.5	0.8	0.0	-0.1
Fam108B inh	-6	-16	1	2	-1
Bcl-xL primary	8	-7	-12	2	3
EBNA-1 inhibitor	-10	-20	14	-12	0
MEX-5 binding	1.1	-0.3	0.1	-1.6	-1.6
CR mimetic SO	118	114	117	103	100
GLD-1 RNA inh	-2	-1	-35	-2	0
MCL1 BIM primary	5	-9	-24	2	0
ZTA counter	-15	0	8	-20	-18

[21] Cc1c(Cl)cccc1NC(=S)N(Cc1cccnc1)Cc1ccccc1Cl
[22] CCN1C(=O)c2ccc(C(=O)NCc3ccccc3)cc2C1=O
[23] Cc1ccc(Cl)cc1N1CCN(C(=O)COc2ccc(S(=O)(=O)NC(C)C)cc2)CC1
[24] Cc1ccc(S(=O)(=O)NCCC(=O)NCC(c2ccco2)N2CCCCC2)cc1C (stereo not given)
[25] COc1ccc(C(C(=O)NC2CCCC2)N(C(=O)c2snc(-c3ccc(F)cc3)c2N)c2ccc(OC)cc2)cc1 (stereo not given)

assay / entry	21	22	23	24	25
Efflux pump mplx	0.0	-0.1	0.1	0.1	-0.1
Fam108B inh	0	-3	2	1	-1
Bcl-xL primary	4	8	3	1	1
EBNA-1 inhibitor	-4	-10	-2	-11	15
MEX-5 binding	0.3	0.3	0.5	0.2	1.4
CR mimetic SO	96	99	109	99	109
GLD-1 RNA inh	5	3	3	2	3
MCL1 BIM primary	2	5	0	-1	-3
ZTA counter	1	-10	5	-10	4

[26] COc1ccccc1NC(=O)CSc1ccc(-c2ccccn2)nn1
[27] CC1=NN(c2ccc(C)cc2C)C(=O)C1C(c1ccccc1O)C1C(=O)N(c2ccc(C)cc2C)N=C1C (stereo not given)
[28] COc1cccc(C2C(C(=O)c3ccc(C)o3)=C(O)C(=O)N2CCN2CCOCC2)c1OC (stereo not given)
[29] Nn1c(COc2ccccc2F)nnc1SCC(=O)NC1CCCCC1
[30] c1ccc(CN2CCN(c3ncccn3)CC2)cc1

assay / entry	26	27	28	29	30
Efflux pump mplx	-0.6	-0.1	0.1	-0.1	0.0
Fam108B inh	-2	-2	4	-5	5
Bcl-xL primary	11	6	0	-2	2
EBNA-1 inhibitor	-5	-9	0	-6	-18
MEX-5 binding	-3.4	-0.4	1.8	0.7	-4.9
CR mimetic SO	113	118	96	97	97
GLD-1 RNA inh	4	4	-1	4	4
MCL1 BIM primary	8	-2	1	4	7
ZTA counter	-11	-10	-7	-7	-2

[31] COCCCn1c(SCC(=O)NCc2ccccc2)nc2ccccc2c1=O
[32] CCCc1cc(C(=O)NC2CCCCC2)no1
[33] CC1=C(C(=O)Nc2ccccc2)C(c2ccc(Cl)cc2)n2c(s/c(=C/c3cccc(OCC(=O)O)c3)c2=O)=N1 (stereo not given)
[34] COCCNS(=O)(=O)c1ccc(C2CNC(=O)C2)cc1 (stereo not given)
[35] COCCNC(=O)c1onc(CSc2ccc(C(C)C)cc2)c1C(=O)O

assay / entry	31	32	33	34	35
Efflux pump mplx	-0.1	0.2	-0.3	0.1	·
Fam108B inh	-1	2	-6	1	-3
Bcl-xL primary	5	1	6	-4	1
EBNA-1 inhibitor	10	2	0	0	-2
MEX-5 binding	2.3	-0.6	3.0	-0.9	-2.0
CR mimetic SO	98	110	98	107	·
GLD-1 RNA inh	2	-3	-4	9	12
MCL1 BIM primary	4	6	9	6	-8
ZTA counter	-7	0	4	3	-22

[36] COc1ccc(N(CC(=O)NCCSCc2ccccc2C)S(=O)(=O)c2ccccc2)cc1
[37] O=C(OCC(=O)N1CCCc2ccccc21)c1cccc(S(=O)(=O)N2CCOCC2)c1
[38] CCN(CC)S(=O)(=O)c1ccc(N2CCOCC2)c(NC(=O)C2CCCC2)c1
[39] CC(C)(C)n1nnc(CCc2nnn(C(C)(C)C)n2)n1
[40] CC(C)(C)N=Cc1cc(-c2ccccc2)sc1O

assay / entry	36	37	38	39	40
Efflux pump mplx	0.1	0.0	-5.7	0.1	0.2
Fam108B inh	-2	-3	3	-1	3
Bcl-xL primary	4	-14	-3	-7	-1
EBNA-1 inhibitor	7	-4	-1	0	-4
MEX-5 binding	0.3	-4.3	-1.2	1.1	0.5
CR mimetic SO	91	113	90	100	105
GLD-1 RNA inh	3	1	-1	1	-1
MCL1 BIM primary	8	-16	-7	-11	4
ZTA counter	-7	-18	-2	9	-3

[41] CCCOc1ccc(CNC(=O)C2CCN(c3nnc(N4CCCC4=O)s3)CC2)cc1
[42] CC(C)(C)OC(=O)N[C@@H](Cc1ccccc1)c1nnc(SCC(=O)O)o1
[43] O=C1CCN(Cc2ccccc2)S(=O)(=O)c2c(F)cc(F)cc21
[44] N#Cc1ccc(NCC(=O)Nc2ccc(S(=O)(=O)N3CCCCC3)cc2)cc1
[45] COCc1ccc(C(=O)NC2CC(C)(C)Cc3c2cnn3-c2ccc(OC)cc2)o1 (stereo not given)

assay / entry	41	42	43	44	45
Efflux pump mplx	-0.1	0.0	-0.1	0.0	0.0
Fam108B inh	-2	2	·	·	0
Bcl-xL primary	3	2	3	-8	1
EBNA-1 inhibitor	-15	-2	·	·	2
MEX-5 binding	-3.9	1.0	·	·	·
CR mimetic SO	95	90	103	95	90
GLD-1 RNA inh	4	5	-2	1	-9
MCL1 BIM primary	8	1	6	-6	-6
ZTA counter	-8	-12	-15	-8	6

[46] OCC1(CCCc2ccccc2)CCN(C2CCC2)CC1
[47] Cc1ccc(S(=O)(=O)N2CCN(C(=O)Cc3ccccc3)CC2)cc1
[48] CCCCn1c(N)c(N(CCOC)C(=O)C2CCN(S(=O)(=O)c3ccccc3)CC2)c(=O)[nH]c1=O
[49] Cc1ccc(-c2cc(C(=O)N3CC(C)CC(C)C3)c3ccccc3n2)o1 (stereo not given)
[50] COc1cc(C(=O)Nc2nnc(S(=O)(=O)N3CCCCCC3)s2)cc(OC)c1OC
[51] COCCN(C(=S)Nc1cccc(Cl)c1C)C(C)c1ccco1 (stereo not given)
[52] CCOC(=O)CCCn1ccc2cc(S(=O)(=O)N3CCCC3)ccc21

assay / entry	46	47	48	49	50	51	52
Efflux pump mplx	0.3	-0.2	0.0	-0.1	0.0	-0.2	0.0
Fam108B inh	6	1	0	-1	-4	0	-1
Bcl-xL primary	2	5	1	21	2	4	3
EBNA-1 inhibitor	-10	5	7	3	-3	-2	7
MEX-5 binding	2.9	1.9	-3.8	-2.3	-0.2	-1.0	-0.7
CR mimetic SO	95	92	97	99	127	92	98
GLD-1 RNA inh	6	6	3	6	2	-4	5
MCL1 BIM primary	7	8	-1	24	5	6	-4
ZTA counter	-12	8	2	3	1	-4	2

Compound activity deposited in PubChem by several laboratories.
